PKA-R1A act = activates the PKA-R1A holoenzyme complex; P00514+P68181; activation, % at 11.4 µM; hit rate 0.083% among 340,000; PKA-R1A dissociation, Cy5-IP20 fluorescence polarization; scaled: DMSO 0%, 113 µM cGMP 100%;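 active = percent activation above the mean of all tested compounds plus 3 SD, cut at about 19% in these data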;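 also: higher means more PKAc released from R1A so a rise in polarization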
SUMO Mot1 rescue = inhibitors of SUMOylation pathway: yeast Mot1-301 growth rescue; growth rescue, % at 18.8 µM; AID 2716; S. cerevisiae Mot1-301 growth rescue, ATP luminescence, 38.5C; percent above DMSO median, 100 means doubled; hit rate 1% among 320,000;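 active = every valid replicate shows activation above 250% relative to neutral control wells; inactive = the rest, any valid replicate at or below 250%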;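 also: OY570 slx delta 5 strain wells were the positive control but not used for scaling; some compounds called inactive have numbers as strong as hits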
HTR5A ag ctr = activates human HTR5A in OPRM1-OPRD1 agonist counter-screen; P47898; HTR5A agonist assay, luminescence, cell-based; activation, % at 9.3 µM; hit rate 0.61% among 340,000; in the data active = activation mostly above about 9.5%, no sharp cut-off; inactive = mostly below about 7.6%;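 also: 0% = cells with vehicle only and 100% = reference agonist; strong numbers were not always called active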
Target sequence (P47898 whole entry, looked up): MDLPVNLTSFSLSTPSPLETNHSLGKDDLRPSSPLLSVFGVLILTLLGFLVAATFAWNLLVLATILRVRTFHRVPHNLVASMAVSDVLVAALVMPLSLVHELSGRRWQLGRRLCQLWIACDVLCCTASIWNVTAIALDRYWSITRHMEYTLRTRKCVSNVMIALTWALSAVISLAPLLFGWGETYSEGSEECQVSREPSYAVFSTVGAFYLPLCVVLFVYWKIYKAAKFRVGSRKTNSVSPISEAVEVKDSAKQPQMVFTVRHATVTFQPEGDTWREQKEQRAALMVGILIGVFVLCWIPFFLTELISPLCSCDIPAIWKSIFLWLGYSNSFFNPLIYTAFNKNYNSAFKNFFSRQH
Ecoli viability = counter-screen for AddAB inhibitors: E. coli growth inhibition | AID 449728 | E. coli V3065 growth, OD600 absorbance, 18 h | inhibition, % at 11.9 µM | hit rate 0.27% among 330,000;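 active = inhibition above the campaign's mean inhibition across all tested compounds plus 3 SD, cut at about 9.9% in these data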;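 also: uninfected addAB+ strain grown without phage in ampicillin broth; 0% = DMSO wells and 100% = ciprofloxacin 0.95 µg/ml wells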
CDK5 p35 inh = CDK5/p35 (human) kinase inhibition; Q00535+Q15078; Recombinant CDK5/p35, ADP-Glo luminescence, 60 min; inhibition, % at 10 µM; hit rate 0.01% among 330,000; AID 488839;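 active = highest replicate inhibition of at least 50% and at least 75% of replicates reaching 50%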;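 also: plate controls were DMSO neutral control for no effect and GW8510 at 10 µM for full effect; many of its hits are not listed in these tables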
HTR5A inv ag = inverse agonist of human HTR5A in OPRM1-OPRD1 counter-screen; AID 504634; hit rate 0.083% among 340,000; inhibition, % at 9.3 µM; HTR5A cell line, luminescence, inverse agonism; P47898; in the data active = inhibition mostly above about 23%, no sharp cut-off; inactive = mostly below about 18%;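 also: 0% = cells with DMSO and 100% = no-cell wells with DMSO; some compounds called inactive have numbers as strong as hits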
Tat transport = blocks Tat-dependent protein export in E. coli; E. coli MC4100 TorA-mCherry Tat export, fluorescence; inhibition, % at 10 µM; hit rate 0.036% among 340,000; AID 488895;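 active = mean replicate inhibition at least 50% and at least half of replicates individually reaching 50%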;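 also: exported cargo escapes ClpAP degradation while cytoplasmic cargo is degraded and loses fluorescence; 0% = median of neutral control wells and 100% = median of NaSCN control wells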
AddAB inh = less growth of phage-infected E. coli with AddAB. E. coli expressing H. pylori AddAB, absorbance growth. inhibition, % at 11.9 µM. hit rate 0.29% among 330,000; in the data active = inhibition above about 12%;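 also: 0% = vehicle wells of infected cells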
DAGLB inhibitor = diacylglycerol lipase beta (human) inhibition; Q8NCG7; HEK293T DAGLB membrane lysate, EnzChek fluorogenic substrate; inhibition, % at 5.17 µM; hit rate 0.059% among 340,000; in the data active = inhibition above about 34%;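 also: 0% = enzyme with vehicle and 100% = wells lacking enzyme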
Target sequence (Q8NCG7 whole entry, looked up): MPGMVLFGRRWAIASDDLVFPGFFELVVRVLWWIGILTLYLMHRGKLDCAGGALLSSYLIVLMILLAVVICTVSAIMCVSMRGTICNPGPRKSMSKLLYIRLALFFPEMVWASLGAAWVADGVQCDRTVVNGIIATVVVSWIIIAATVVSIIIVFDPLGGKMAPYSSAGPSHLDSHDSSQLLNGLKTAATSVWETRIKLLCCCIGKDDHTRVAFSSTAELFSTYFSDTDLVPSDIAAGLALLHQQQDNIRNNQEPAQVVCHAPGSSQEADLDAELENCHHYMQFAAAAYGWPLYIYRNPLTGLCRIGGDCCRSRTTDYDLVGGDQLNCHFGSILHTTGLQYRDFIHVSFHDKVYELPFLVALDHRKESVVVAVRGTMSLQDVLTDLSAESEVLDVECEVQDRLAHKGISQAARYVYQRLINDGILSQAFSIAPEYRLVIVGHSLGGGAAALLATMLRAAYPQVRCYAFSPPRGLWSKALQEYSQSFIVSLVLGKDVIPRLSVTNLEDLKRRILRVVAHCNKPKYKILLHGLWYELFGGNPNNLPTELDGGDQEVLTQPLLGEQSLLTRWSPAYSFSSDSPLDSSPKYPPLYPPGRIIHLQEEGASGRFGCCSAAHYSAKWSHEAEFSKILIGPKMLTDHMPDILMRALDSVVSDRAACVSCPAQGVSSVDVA
PKA-R2B act = PKA-R2B complex activation; P22694+P31323; PKA-R2B holoenzyme dissociation, Cy5-IP20 fluorescence polarization; R2B truncated from residue 108, S112A mutant; 0% DMSO only, 100% 113 µM cGMP; activation, % at 11.4 µM; hit rate 0.079% among 340,000; AID 504700;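 active = activation above a cutoff set at the mean over all compounds plus 3 SD, cut at about 18% in these data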;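 also: higher means more holoenzyme dissociation and a rise in polarization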
phage Ecoli inh = E. coli growth loss with phage present. growth absorbance. inhibition, % at 11.9 µM. hit rate 0.26% among 360,000. AID 651602; in the data active = inhibition above about 11%
* = called active by the depositor; / = not tested or not shown.

SMILES	PKA-R1A act	SUMO Mot1 rescue	HTR5A ag ctr	Ecoli viability	CDK5 p35 inh	HTR5A inv ag	Tat transport	AddAB inh	DAGLB inhibitor	PKA-R2B act	phage Ecoli inh
O=C1C2C3c4ccccc4C(c4ccccc43)C2c2nc3ccccc3n21 (stereo not drawn)	-8	-28	3	0.9	3.1	-8	0	6.2	-4	-4	2.5
Cc1cc(C)cc(N(C(=O)c2snc(C(N)=O)c2N)C(C(=O)NCC2CCCO2)c2ccc(C)o2)c1 (stereo not drawn)	0	-3	-2	-3.3	-3.4	6	6	0.0	1	0	1.0
CCOc1ccc(N2CC(C(=O)Nc3ccc4c(c3)OCO4)CC2=O)cc1 (stereo not drawn)	-3	-9	1	-1.5	0.1	-3	3	-1.3	2	-9	1.5
Cc1ccc(S(=O)(=O)NC(N)=NCCc2ccc(Cl)cc2)cc1C	6	-8	-1	0.9	-7.3	13	7	4.2	-2	-7	3.5
Brc1ccc2ncnc(Nc3ccc(N4CCOCC4)cc3)c2c1	0	13	6	-2.0	1.9	-25	-3	2.7	7	10	-1.8
CN(C)c1ccc(/C=N/NC(=O)C[n+]2ccccc2)cc1	-1	-19	1	-1.0	0.8	-10	2	5.2	-4	4	2.9
COc1cc(C(c2c(O)nc(SC)[nH]c2=O)c2c(O)nc(SC)[nH]c2=O)cc(OC)c1OC	0	-8	-4	0.1	-0.4	16	2	-0.7	0	9	-1.0
CCN(CC)S(=O)(=O)c1cccc(C(=O)N[C@H](C(=O)OCC(=O)Nc2ccccc2)C(C)C)c1	-13	-4	-3	-1.4	0.4	-2	10	-0.4	-2	-10	2.4
COc1cc(C=O)ccc1OCc1ccncc1	-5	1	4	2.2	-1.3	-15	-7	3.4	-1	-8	1.0
CCCn1c(SCc2ccccn2)nc2c1c(=O)n(C)c(=O)n2C	8	-1	1	-0.2	1.5	-8	-3	-1.6	1	2	-0.9
COc1ccc(S(=O)(=O)N2CCC(C(=O)N3CCc4ccccc4C3)CC2)cc1Cl	-2	-6	8	-2.9	-1.5	2	8	1.1	-2	-12	0.3
CC1CCN(C(=O)CN2C(=O)c3ccccc3S2(=O)=O)CC1	-3	-1	-4	0.1	-1.0	-21	9	3.1	-1	-11	1.6
O=C(Cn1c(=O)oc2cc(S(=O)(=O)N3CCCC3)ccc21)NC1CCCCC1	7	-13	2	0.4	0.6	-7	-3	-0.6	0	1	2.8
CCOC(=O)c1cccc(C2=CC(=O)CC(C)(C)C2)c1	-9	-9	3	-2.0	0.4	-7	0	1.4	0	-2	1.4
CN1CC[C@]23c4ccccc4N[C@H]1[C@]21CCN(C)[C@H]3Nc2ccccc21	9	3	4	1.6	0.4	-16	2	-2.4	0	10	2.4
CCOC(=O)C1(C)NC(c2ccccc2F)C2C(=O)N(CC)C(=O)C21 (stereo not drawn)	5	/	1	1.6	0.0	-3	8	-0.4	-2	-20	-0.8
CCNC(=S)Nc1ccc(N2CCCCC2)cc1	2	8	0	-1.3	-0.7	1	2	3.0	-1	-4	3.3
COc1ccc(NC(=S)N(CCC(C)C)C(C)c2ccncc2)cc1 (stereo not drawn)	9	-13	1	0.0	-1.0	16	1	-1.5	-5	5	2.0
N#Cc1ccc(OCCN2C(=O)NC3(CCSC3)C2=O)cc1 (stereo not drawn)	-18	66	4	-3.3	-1.5	5	3	-2.0	1	-19	3.5
COc1ccccc1OCCC(=O)OCC(=O)NCc1ccc(F)cc1	-12	-13	6	-0.3	0.5	-18	5	1.2	0	-14	1.4
CCC(C)NC(=O)C1CCN(CCCc2ccccc2)CC1 (stereo not drawn)	0	-21	1	-2.3	1.6	-3	2	3.3	0	-2	-1.9
COc1ccc(C(=O)N2CCN(C(=O)c3ccco3)CC2)cc1	14	1	6	-1.7	0.2	-19	4	2.9	-4	17	-3.0
Cc1cccc(NC(=S)N2CCC(N(C)CC3CCCO3)CC2)c1C (stereo not drawn)	-9	-14	2	-2.0	4.9	-9	-7	1.7	1	-5	1.8
O=C1C(C=NCc2ccncc2)=C(O)c2ccccc21	-4	-1	8	1.3	2.6	-1	2	1.1	1	1	2.7
COc1ccc(/C=C/C(=O)c2ccccc2)cc1COc1ccccc1F	-4	-4	3	-1.3	0.2	-18	-4	-0.3	-16	-3	3.8

The list continues:
SMILES	PKA-R1A act	SUMO Mot1 rescue	HTR5A ag ctr	Ecoli viability	CDK5 p35 inh	HTR5A inv ag	Tat transport	AddAB inh	DAGLB inhibitor	PKA-R2B act	phage Ecoli inh
COc1ccc(CCNC(=O)C(=O)NCC2OCCN2S(=O)(=O)c2ccccc2)cc1OC (stereo not drawn)	-9	-11	0	0.2	3.7	-20	4	-1.3	-2	-10	2.7
COc1ccccc1-n1cnc2cc(NS(=O)(=O)c3ccc(Br)cc3)ccc21	-14	-2	2	1.2	-1.2	-6	3	3.4	0	8	3.9
COc1ccc(OC)c(CN2CCN(C(=O)CNC(=O)c3ccc(C(C)(C)C)cc3)CC2)c1	-6	-5	3	-2.2	1.2	-7	-5	2.6	-5	-2	1.2
CC1CCCN(C(=O)CSc2nc3ncccc3[nH]2)C1 (stereo not drawn)	-6	-6	2	-1.2	-0.1	-6	0	4.5	0	-3	0.1
COc1ccc(CC2(CO)CCN(Cc3cnn(-c4ccc(F)cc4)c3)CC2)cc1	-8	-2	-1	2.8	-0.7	-4	2	-0.1	-3	-6	2.6
COc1ccc2cc(C(=O)NCc3ccccc3)[nH]c2c1	-2	26	0	/	-1.2	-1	19	/	-1	-2	0.7
O=C(O)C1Cc2ccccc2CN1C(=O)c1ccccc1Cl (stereo not drawn)	2	-14	2	-0.7	-0.7	-9	-5	0.0	-2	7	0.3
Cc1ccc(C(=O)CSc2nnc(N)s2)c(C)c1	5	-6	0	-1.3	0.4	-1	-10	5.8	0	2	3.5
CCC1Oc2ccc(C)cc2N(CC(=O)NCC2CCCO2)C1=O (stereo not drawn)	-8	-3	-4	2.3	-0.7	14	5	2.9	-2	-8	0.0
COc1cc(-c2noc(-c3ccco3)n2)cc(OC)c1OC	1	25	-4	0.6	1.3	2	0	3.0	-7	-6	-0.1
Cc1ccc(S(=O)(=O)N2CCOCC2)cc1NC(=O)COC(=O)c1cncc(Br)c1	-6	-10	-4	0.9	-0.9	4	-5	1.0	1	3	1.9
CCC(C)(C)n1nnnc1C(c1ccc2ncccc2c1)N1CCCC(C)C1 (stereo not drawn)	-2	342*	0	-2.0	0.7	-1	-1	-0.3	-2	-5	1.8
CCC(C)NC(=O)CNC(=S)N(Cc1ccc(F)cc1)C1CCCCC1 (stereo not drawn)	7	7	-1	-3.4	-1.5	19	-2	-1.7	0	-2	3.1
O=C(NCCCn1ccnc1)Nc1ccc(Cl)c(Cl)c1	-3	1	1	0.0	1.4	-3	5	2.4	0	9	2.6
c1ccc(-c2csc3ncnc(-n4cnc5ccccc54)c23)cc1	0	18	0	1.9	0.8	1	-10	4.8	-6	-2	1.9
COC(=O)c1ccc(CSc2nc3ccccc3c(=O)n2-c2ccc(OC)c(OC)c2)o1	8	20	1	-2.2	4.4	-4	1	-0.8	0	-7	0.7
COc1cccc(NC2=NCCCCC2)c1	0	-11	0	-0.4	1.1	-4	2	-2.7	-2	0	1.0
C=CCN1CCN(C(=O)CSc2ccccc2)CC1	-1	29	4	0.0	-0.1	-43	6	5.0	-1	4	0.3
CC(C)NC(=O)CC(=O)N/N=C/c1ccccc1F	1	5	-1	-1.5	1.1	-14	3	-1.1	1	7	3.9
O=C(CSc1cn(CCNC(=O)c2ccc3ccccc3c2)c2ccccc12)NCc1ccco1	-7	-10	0	-1.1	-0.7	-18	12	2.7	3	-5	1.9
O=C(Cc1cccc(NC(=O)C2CCN(C(=O)C3CCC3)CC2)c1)Nc1cccc(C(=O)N2CCOCC2)c1	-5	/	0	/	1.3	-1	8	/	-2	4	1.0
COCCNS(=O)(=O)c1ccc2c(c1)Cc1cc(S(=O)(=O)NCCOC)ccc1-2	-2	6	3	-0.4	0.6	9	-6	2.2	-1	3	4.0
O=C(COc1ccccc1Cl)Nc1ccc(S(=O)(=O)N2CCOCC2)cc1	4	-16	5	-0.4	1.9	-13	-1	4.4	-3	1	1.4
O=C(CNC(=O)c1ccc(N2CCCC2=O)cc1)Nc1ccc(F)c(F)c1F	0	5	1	-0.9	-0.7	-5	-9	-1.1	-2	7	1.4
CCOCCCNC(=O)c1c(C)[nH]c(C(=O)OCC)c1C	3	26	-1	-0.1	0.1	-1	-1	1.2	1	5	1.0

Retrieved by compound from the list above, 3 records:
SMILES	PKA-R1A act	SUMO Mot1 rescue	HTR5A ag ctr	Ecoli viability	CDK5 p35 inh	HTR5A inv ag	Tat transport	AddAB inh	DAGLB inhibitor	PKA-R2B act	phage Ecoli inh
CCOCCCNC(=O)c1c(C)[nH]c(C(=O)OCC)c1C	3	26	-1	-0.1	0.1	-1	-1	1.2	1	5	1.0
CCC1Oc2ccc(C)cc2N(CC(=O)NCC2CCCO2)C1=O (stereo not drawn)	-8	-3	-4	2.3	-0.7	14	5	2.9	-2	-8	0.0
O=C(NCCCn1ccnc1)Nc1ccc(Cl)c(Cl)c1	-3	1	1	0.0	1.4	-3	5	2.4	0	9	2.6

The list continues.
SMILES	PKA-R1A act	SUMO Mot1 rescue	HTR5A ag ctr	Ecoli viability	CDK5 p35 inh	HTR5A inv ag	Tat transport	AddAB inh	DAGLB inhibitor	PKA-R2B act	phage Ecoli inh
Cc1ccc2oc(C(=O)N3CCN(Cc4ncccc4C)CC3)c(C)c2c1	13	-24	0	-1.5	-2.1	17	5	-1.5	0	3	-1.8
COc1ccc(NC(=O)C2CCC(=O)N2)cc1 (stereo not drawn)	-7	1	2	1.4	1.0	12	12	0.7	1	-6	2.3
Cc1ccc(S(=O)(=O)N(C)CC(=O)Nc2ccc(C)cn2)cc1	3	5	-4	-1.6	-0.2	-17	5	-2.0	1	-8	3.6
COc1ccc(-c2oc3cc(O)c(OC)c(O)c3c(=O)c2OC)cc1	-14	-4	4	0.2	-0.9	15	0	4.4	-2	-12	2.2
COc1ccc(/C=C/c2nc(S(=O)(=O)c3ccccc3)c(N(C)C)o2)cc1	-1	20	-3	0.0	1.3	1	5	2.3	1	0	0.2
CC1CCN(S(=O)(=O)c2ccc3ccccc3c2)CC1	-12	32	5	1.4	1.1	-15	6	1.6	-14	-5	1.9
CN(C)c1ccc(NC(=O)CSc2nc(C3CC3)nc3ccccc23)cc1	4	11	2	-1.4	-0.4	-3	-9	0.5	-7	9	0.1
S=c1[nH]nc(-c2ccc3ccccc3n2)n1-c1ccccc1Cl	-2	-10	-3	-2.0	-5.7	12	1	0.2	0	-2	2.4
c1cc2c(cc1C1CCCN1)OCCCO2 (stereo not drawn)	0	0	5	-3.3	-1.0	5	-6	-1.1	-1	3	1.6
CCCN1C2CCCC1CC(NC(=S)NCCCOCC)C2 (stereo not drawn)	8	41	1	1.4	1.1	29	2	5.2	-1	-7	4.6
COc1ccc(NC(=O)c2cccc3c2C(=O)N(CC2CCCO2)C3)cc1OC (stereo not drawn)	-4	0	0	0.8	-3.2	-1	4	0.7	-2	6	/
C[C@H](CO)N1C[C@H](C)[C@@H](CN(C)Cc2ccc3c(c2)OCO3)Oc2c(NS(=O)(=O)c3cn(C)cn3)cccc2C1=O	4	11	-1	0.4	2.4	-9	5	3.6	1	-8	2.9
CCNC(=S)NNC(=O)c1cc(Br)cs1	6	12	1	-1.7	0.1	-2	-10	1.6	-4	10	2.0
